# SKN-1 block = blocks SKN-1 activity in C. elegans; C. elegans VP596 Pgst-4::GFP/RFP ratio, acrylamide-induced, 24 h; inhibition, % at 21.8 µM; 0.49% of 360,000 active;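 active = interference check ratio from 0.5 to 1.5 plus GFP to RFP signal ratio inhibition reaching or exceeding a fixed threshold, cut at about 30% in these data, passing the limit was not always enough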; note: some compounds called inactive have numbers as strong as hits
# MsrA act = bovine methionine sulfoxide reductase A activation; purified bovine MsrA, absorbance read-out; activation, % at 10.6 µM; 0.3% of 360,000 active; AID 602163; in the data active = activation above about 7.5%;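 note: 0% = vehicle and 100% = reference activator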
# MsrA inhibitor = inhibits bovine methionine sulfoxide reductase A. purified bovine MsrA, absorbance read-out. inhibition, % at 15.5 µM. 0.75% of 360,000 active; in the data active = inhibition above about 4.5%;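 note: 0% = vehicle wells with enzyme and 100% = reference inhibitor wells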
# E coli Lon inh = E. coli protease La inhibition | inhibition, % at 7.94 µM | P0A9M0 | purified E. coli Lon protease, fluorescence polarization | AID 602123 | 0.42% of 360,000 active; in the data active = inhibition above about 13%, passing the limit was not always enough;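 note: 0% = enzyme with probe and DMSO and 100% = no enzyme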
# Target sequence (P0A9M0 whole entry, looked up): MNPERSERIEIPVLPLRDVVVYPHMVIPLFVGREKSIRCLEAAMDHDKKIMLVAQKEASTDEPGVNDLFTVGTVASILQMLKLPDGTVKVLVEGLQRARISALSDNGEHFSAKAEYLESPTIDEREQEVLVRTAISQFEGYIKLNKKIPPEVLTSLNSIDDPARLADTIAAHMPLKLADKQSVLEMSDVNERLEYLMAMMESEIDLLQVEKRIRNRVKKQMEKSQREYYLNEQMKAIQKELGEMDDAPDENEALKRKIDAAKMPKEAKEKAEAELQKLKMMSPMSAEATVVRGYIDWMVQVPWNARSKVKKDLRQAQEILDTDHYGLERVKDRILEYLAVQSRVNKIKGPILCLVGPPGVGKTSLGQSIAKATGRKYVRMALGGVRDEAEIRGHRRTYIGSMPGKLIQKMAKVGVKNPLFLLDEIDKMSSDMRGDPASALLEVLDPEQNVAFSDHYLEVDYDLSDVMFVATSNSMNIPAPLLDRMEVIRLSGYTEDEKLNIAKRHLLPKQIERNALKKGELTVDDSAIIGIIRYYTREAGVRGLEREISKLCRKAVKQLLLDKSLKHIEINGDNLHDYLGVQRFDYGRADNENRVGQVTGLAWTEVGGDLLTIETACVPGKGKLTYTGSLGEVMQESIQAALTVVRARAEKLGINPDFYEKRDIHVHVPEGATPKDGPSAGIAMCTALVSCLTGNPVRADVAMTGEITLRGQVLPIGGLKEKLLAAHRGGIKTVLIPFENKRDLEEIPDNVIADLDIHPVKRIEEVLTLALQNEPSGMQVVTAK
# FAS TE block = inhibitors of human fatty acid synthase thioesterase domain; inhibition, % at 15 µM; P49327; recombinant FAS-TE, OMFH fluorogenic substrate, fluorescence endpoint; 0.67% of 360,000 active;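 active = compounds whose normalised, plate-corrected inhibition of enzyme fluorescence in the single-dose primary screen is 50% or more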;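 note: 0% = DMSO with enzyme and 100% = substrate without enzyme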
# Neddylation inh = blocks human cullin neddylation; calls only at 25 µM; TR-FRET cullin neddylation, biochemical; P61081+Q13564; 0.58% of 360,000 active; in the data active = inhibition above about 36%
# CendR NRP1 mod = NRP-1/CendR interaction modulation. AID 602438. FAM-RPARPAR peptide binding to NRP-1, fluorescence polarization. inhibition, % at 25 µM. O14786. 0.85% of 360,000 active;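 active = inhibition or corrected inhibition above about 18%, plus a signal ratio from 0.5 to 1.5, limit read from the data, passing the limit was not always enough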; note: strong numbers were not always called active
# Rin1 Abl inh = human Rin1-Abl interaction inhibition. inhibition, % at 7.35 µM. P00519+Q13671. 0.4% of 360,000 active. TR-FRET Rin1/Abl binding, biochemical; in the data active = inhibition above about 5%, passing the limit was not always enough
# MT1-MMP act inh = MT1-MMP (human) activation inhibition | GFP/RFP ratio change, % at 20 µM | P50281 | HT1080 RFP-PRO-GFP cells, GFP/RFP ratio fluorescence, overnight; percent of plate control window, DMSO zero | AID 651647 | 0.061% of 360,000 active;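 active = GFP/RFP ratio change of at least 30% with cell ATP level not reduced by more than half and red fluorescence within 50% of control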; note: strong numbers were not always called active
#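 Assay system – RFP-PRO-GFP reporter HT1080 cells · Compound dosing – single dose of 20 µM compound, 1% DMSO final · Incubation – overnight compound exposure at 37 °C · Measure – GFP/RFP fluorescence ratio · Benchmarks – DMSO wells and RFP-L50D-GFP cells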
# * marks the source's active call; other numbers are inactive results; i = inactive; x = no result given.
compound	SKN-1 block	MsrA act	MsrA inhibitor	E coli Lon inh	FAS TE block	Neddylation inh	CendR NRP1 mod	Rin1 Abl inh	MT1-MMP act inh
COC(=O)c1ccc(OCC(O)CN2C(=O)c3ccccc3S2(=O)=O)cc1 (configuration not stated)	7	-1	0.7	-4	-1	i	-3	-1	-1
Cc1cn(CC(=O)NCc2ccc3c(c2)OCO3)c(=O)[nH]c1=O	-2	-3	0.1	-6	-13	i	0	-4	2
CC1CC(C)(C)CC(=O)C1C(=O)c1ccccc1 (configuration not stated)	14	-1	0.2	-9	-4	i	8	1	2
C[C@]12CC(O)C3C(CCC4=CC(=O)CC[C@@]43C)C1CCC2c1csc(-c2ccccc2)n1 (some centres not stated)	15	-3	-0.5	-1	42	i	-12	2	-12
Cc1nc(NC(=O)c2cc3ccccc3o2)ccc1Br	19	-3	-0.9	-6	-2	i	5	1	-1
CC1CCCCC1NC(=O)CCS(=O)(=O)c1cc2c(cc1Cl)NC(=O)CO2 (configuration not stated)	14	-3	0.7	-7	-5	i	-2	-3	-4
CCCCn1nnnc1SCC(=O)Nc1ccc2c(c1)OCO2	17	-1	0.6	3	3	i	0	-3	-1
CCc1ccc(C(O)c2ncc(-c3ccc4ccccc4c3)[nH]2)cc1 (configuration not stated)	-4	1	1.8	-8	0	i	-7	0	2
CCOC(=O)C1CCCN(CCC(=O)Nc2ccc3c(c2)CCC3)C1 (configuration not stated)	11	0	1.5	-5	-7	i	-8	2	1
CC1CCC(CN2C(Nc3ccccc3)=NC[C@@H]2Cc2ccccc2)CC1 (some centres not stated)	2	-3	0.3	1	-68	i	3	3	-1
COCCCNC(=O)C1c2ccccc2Oc2ccccc21	-1	-3	0.3	2	-2	i	3	-1	0
COc1ccc(N(CC(=O)Nc2ccccc2C(=O)NCc2ccco2)S(C)(=O)=O)cc1	4	-2	0.3	-3	-2	i	-4	-6	2
C=CCSC1=N/C(=C\c2cc(OC)c3c(c2)OCO3)C(=O)S1	-5	-1	-0.2	-1	-6	i	22	4	-3
Clc1cc(Cl)cc(Nc2ccccc2CN(C/C=C/c2ccc3c(c2)OCO3)Cc2ccccc2)c1	-13	1	-1.1	-4	29	i	10	0	0
Cc1cccc(NC(NC(=O)c2cccnc2)C(Cl)(Cl)Cl)c1 (configuration not stated)	11	-2	-0.9	-10	-2	i	-16	6	4
CC[C@@H]1C=C(C(=O)O)[C@H](c2ccc(F)cc2)N1S(=O)(=O)c1ccc(C)cc1	14	-7	0.1	2	-8	i	2	-2	2
O=C(CN1C(=O)NC2(CCCC2)C1=O)OCc1cc(=O)n2cc(Br)ccc2n1	5	-3	-0.6	6	0	i	-4	0	-1
Cc1cccc(CN(CC(=O)N/N=C/c2ccco2)S(=O)(=O)c2ccc(Cl)cc2)c1	14	-1	1.2	3	14	i	-7	3	-5
CCN(C(=O)CSc1nnc(SC(C)C)s1)C1CCS(=O)(=O)C1 (configuration not stated)	5	-3	2.1	9	4	i	7	2	-1
O=C(NNC(=O)C1CCCCC1)C(=O)NC1CCCCC1	6	-1	-0.2	11	-5	i	1	-2	2
CCOc1ccccc1NC(=O)CSc1nc2nc(-c3cccs3)cc(C(F)(F)F)c2c(=O)[nH]1	-3	-5	1.7	-16	14	i	-21	-5	5
C/C(=N/NC(=O)c1ccoc1C)c1ccc(N2CCOCC2)cc1	-4	-3	4.3	7	-11	i	-18	-2	-2
Cc1ccc(-c2nc3ncccc3o2)cc1NC(=O)c1ccc2c(c1)OCO2	2	-3	0.6	-4	0	i	-3	-3	-1
COc1ccc(NC(=O)CN(c2cccc(C(F)(F)F)c2)S(C)(=O)=O)cc1OC	5	-5	0.1	-12	-2	i	-10	-6	1
O=C(Nc1ccccc1N1CCCCC1)c1ncoc1-c1ccc(F)cc1	10	-1	0.8	-8	29	x	-7	-3	-4
Cc1ccc(-c2csc(C(C#N)=C(O)CN3CCN(C(=O)c4ccco4)CC3)n2)cc1	0	-9	1.0	-9	-3	i	-12	0	-1
Fc1cccc(Cc2c(-c3ccc(Cl)cc3)nc3c(Cl)cc(C(F)(F)F)cn23)c1	-8	-2	0.1	-5	6	i	8	-1	2
COC(=O)CCCC(=O)N1CCOCCN(C(=O)CCCC(=O)OC)CCOCC1	-33	-3	-0.5	-7	0	i	-1	1	-2
O=S(=O)(c1ccccc1)N1CCC(N2CCCCCC2)CC1	10	1	-0.1	1	-8	i	12	1	1
CC(C)OP(=O)(OC(C)C)C(Nc1ccccc1)c1cccc([N+](=O)[O-])c1 (configuration not stated)	5	-2	1.6	14	-2	i	6	0	-3

# The results go on:
compound	SKN-1 block	MsrA act	MsrA inhibitor	E coli Lon inh	FAS TE block	Neddylation inh	CendR NRP1 mod	Rin1 Abl inh	MT1-MMP act inh
CC(C)CC(C(=O)Nc1cccc(O)c1)N1C(=O)c2ccccc2C1=O (configuration not stated)	4	-3	0.5	-15	3	i	1	-1	4
C[C@@H]1CN([C@H](C)CO)C(=O)CCCn2nncc2CO[C@@H]1CN(C)C(=O)C1CCCCC1	-3	-3	0.7	-6	-6	i	3	1	-1
COCCn1c(N)c(C(=O)NCc2cccs2)c2nc3ccccc3nc21	2	3	0.8	-8	18	x	-1	1	-8
CCCCNC(=S)N1CCN(C)CC1	-3	-2	-0.6	-8	-6	i	10	0	0
COc1ccc(NC(=O)c2cn(-c3ccccc3)nc2-c2ccncc2)cc1	7	-5	1.9	3	4	i	10	1	-7
COc1ccccc1CNC(=O)COC(=O)c1cc(C)nc2ccccc12	2	-3	0.4	2	1	i	-2	-3	2
O=C1c2cccc3c([N+](=O)[O-])ccc(c23)C(=O)N1CC1CCCO1 (configuration not stated)	-36	-12	1.6	25*	-106	i	4	-5	-116
COc1ccc(/C=N/n2cnc3c([nH]c4ccc(F)cc43)c2=O)cc1CN1CCCC1	-7	-3	0.7	-9	-3	i	-12	-2	-4
CN1CC(=O)N(CC(=O)Nc2cccc(S(=O)(=O)N3CCOCC3)c2)C1=O	-3	-3	-0.9	-2	0	i	15	4	-3
COc1ccccc1S(=O)Cc1ccc(C(=O)NC2CCCC2)o1 (configuration not stated)	5	-4	1.4	3	-4	i	3	-2	-3
CC(=O)Nc1ccc(S(=O)(=O)N2CCSc3ccccc32)cc1	10	-9	-1.1	-10	-7	i	15	1	-2
CN1C[C@@H]2C(c3ccc(Cl)nc3)C3(c4ccccc4)CC2(C3)[C@H]1c1ccccc1 (some centres not stated)	0	0	-1.4	5	17	i	23*	5	-3
O=C(CSc1nnc(COc2ccc(Br)cc2)o1)NC1CCCCC1	10	0	-1.6	-5	1	i	2	1	-3
COc1ccc(N(CC(=O)Nc2cccc(SC)c2)S(C)(=O)=O)cc1Cl	25	2	3.5	2	32	i	3	2	1
COC(=O)CCC(=O)Nc1ccc(S(=O)(=O)N2CCc3ccccc32)cc1	9	-2	-1.7	6	10	i	-5	3	2
Oc1cc(NCc2ccc(Cl)cc2)cc2cccnc12	20	-2	-1.1	-1	-10	i	15	-1	-7
O=C(CSc1nc(O)cc(=O)[nH]1)N1CCCc2ccccc21	13	-2	-0.4	5	-8	i	0	-3	4
CN(C)CCn1c2c(c(SCC(=O)Nc3nccs3)nc1=O)CCCC2	-8	-3	0.3	-7	-5	i	-5	0	0
O=C(Nc1nc(-c2ccc(Br)cc2)cs1)c1cccnc1	14	-5	2.4	-3	-6	i	-16	-4	1
O=C1N(CN2C(=O)C3(OCCO3)c3ccccc32)c2ccccc2C12OCCO2	13	-4	-1.3	7	5	i	3	-1	-1
CN(C)S(=O)(=O)N(CC(=O)NCc1ccccc1)c1ccccc1	5	-3	-0.7	-5	-9	i	-2	-2	-1
CCOc1ccc(C(=O)C(C)OC(=O)CN2C(=O)NC(C)(C)C2=O)cc1 (configuration not stated)	9	1	-0.5	-12	-1	i	7	0	1
Cc1cc(C)c(N2C(=O)CC(Sc3ccccc3N)C2=O)c(C)c1 (configuration not stated)	9	0	0.0	-3	8	i	-2	1	-2
Cc1nn2c(N)c(C#N)cnc2c1-c1ccc(Cl)cc1	2	-6	-0.8	6	-12	i	-10	3	1
Cc1ccc(Cl)cc1NC(=O)c1ccccn1	12	-3	-1.4	-2	3	i	-1	-2	-3
CCC(=O)NC(c1cccs1)c1ccc2cccnc2c1O (configuration not stated)	19	-3	1.0	21*	0	i	-13	9.8*	2
C[C@@H]1CN([C@H](C)CO)C(=O)CCCn2cc(nn2)CO[C@H]1CN(C)C(=O)Nc1ccc(C(C)(C)C)cc1	-1	-5	0.8	-3	-4	i	12	5	5
O=C(c1ccc(NS(=O)(=O)c2cccs2)cc1)N1CCCCC1	-1	1	0.4	4	1	i	6	7	4
CCn1nc(C)c(NC(=O)c2cc(Br)ccc2Cl)c1C	4	1	0.2	-1	-8	i	4	-1	1
COc1cc(NC(=O)c2cc(S(=O)(=O)N3CCc4ccccc43)cn2C)cc(OC)c1OC	5	-5	0.6	6	15	i	7	1	4

# (list continues)
compound	SKN-1 block	MsrA act	MsrA inhibitor	E coli Lon inh	FAS TE block	Neddylation inh	CendR NRP1 mod	Rin1 Abl inh	MT1-MMP act inh
O=C(CN1CCN(c2ccccc2)CC1)Nc1ccc(OCc2ccccc2)cc1	24	1	x	1	23	i	3	1	8
Cc1ccc(C(=O)NCC2CCCO2)o1 (configuration not stated)	-17	0	1.2	5	-9	i	6	-1	-1
CC(C)(C)C(=O)CSc1ncnc2sc3c(c12)CCC3	-4	-5	0.1	-7	10	i	-5	-6	1
Cc1nn(CC2CC2)c(=O)n1-c1ccc(Cl)cc1	6	-7	0.9	-4	-1	i	14	-4	-3
CC1=C(C(=O)Nc2ccccn2)C(c2ccccc2Cl)NC(=S)N1 (configuration not stated)	7	-5	2.0	-14	-9	i	-17	0	-1
CC1CC(C)CN(CCCNC(=O)CCC(=O)N2CCOc3ccccc32)C1 (configuration not stated)	-4	-7	0.5	-11	-12	i	-3	0	1
COC(=O)CCNC(=O)c1ccc2nc(Cc3ccc(OC)cc3)oc2c1	-16	0	1.1	1	-3	i	3	2	5
CCOC(=O)c1[nH]c(C)c(C(=O)NCCC2=CCCCC2)c1C	-11	0	-0.4	-1	-3	i	10	1	7
COc1cc(/C=C/C(=O)Nc2ccc(OC)c(S(=O)(=O)N3CCOCC3)c2)ccc1OC(F)F	14	-4	2.3	12	12	i	5	3	-3
Cn1nc(C(=O)OCC(=O)NC2CCS(=O)(=O)C2)c2ccccc2c1=O (configuration not stated)	11	-6	0.6	-12	-2	i	4	-3	3
N#CC1=C(N)Oc2cc3ccccc3cc2C1c1cccnc1 (configuration not stated)	-21	-5	7.6*	-7	2	i	0	-1	-13
CCOc1ccc(S(=O)(=O)N2CCCC(C(=O)N3CCOCC3)C2)cc1Cl (configuration not stated)	0	-2	-1.0	13	-6	i	2	0	1
O=S(=O)(NCc1ccccc1)c1ccc(S(=O)(=O)N2CCCC2)cc1	-2	-1	0.1	11	-2	i	3	3	-10
COc1cc(/C=N/NC(N)=O)ccc1OC(=O)c1ccco1	7	-3	0.4	-2	-1	i	11	0	2

# Among those listed so far, 2 have a nitro group on carbon.
compound	SKN-1 block	MsrA act	MsrA inhibitor	E coli Lon inh	FAS TE block	Neddylation inh	CendR NRP1 mod	Rin1 Abl inh	MT1-MMP act inh
CC(C)OP(=O)(OC(C)C)C(Nc1ccccc1)c1cccc([N+](=O)[O-])c1 (configuration not stated)	5	-2	1.6	14	-2	i	6	0	-3
O=C1c2cccc3c([N+](=O)[O-])ccc(c23)C(=O)N1CC1CCCO1 (configuration not stated)	-36	-12	1.6	25*	-106	i	4	-5	-116

# 3 entries from above, ordered by the value under SKN-1 block, low to high:
molecule,SKN-1 block
COC(=O)CCNC(=O)c1ccc2nc(Cc3ccc(OC)cc3)oc2c1,-16
CC1CC(C)CN(CCCNC(=O)CCC(=O)N2CCOc3ccccc32)C1 (configuration not stated),-4
CCOc1ccc(S(=O)(=O)N2CCCC(C(=O)N3CCOCC3)C2)cc1Cl (configuration not stated),0

# Assay outcomes (PubChem)
